Compound activity as filed in PubChem BioAssay.
SENP1 inh: SENP1 (human) catalytic domain inhibition. Q9P0U3. recombinant SENP1 catalytic domain, CyPet-SUMO1-YPet FRET cleavage. hit rate 0.21% among 360,000. inhibition, % at 10 µM;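 active = inhibition at least 30% at 10 µM, raw YFP signal under a set limit, fluorescence ratio 0.5 to 1.5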;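 note: 0% = enzyme with DMSO and 100% = no enzyme wells; some results filed as inactive read as strong as hits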
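Assay system: hSENP1 catalytic domain, recombinant. Amount: SENP1 enzyme, 20 pM final. Schedule: 50 min reaction, RT, dark. Technique: FRET, CFP and YFP emission. Control set: no-enzyme wells low, DMSO-plus-enzyme wells high control.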
NR3A LBD binder: NR3A (human) ligand-binding domain modulation; NR3A LBD differential scanning fluorimetry, Tm shift; 0% = protein alone, 100% = glycine-bound protein; Tm shift relative to glycine control, % at 25 µM; hit rate 2.5% among 340,000;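 active = melting temperature shift of at least 10% of the positive control shift, at one fixed dose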
ATG4B inh: ATG4B (human) cysteine protease inhibition | Q9Y4P1 | ATG4B cleavage of LC3-PLA2, NBD-HPC fluorescence, 1 h | inhibition, % at 8.33 µM | hit rate 0.51% among 340,000; in the data active = inhibition above about 40%
Target sequence (Q9Y4P1 whole entry, looked up): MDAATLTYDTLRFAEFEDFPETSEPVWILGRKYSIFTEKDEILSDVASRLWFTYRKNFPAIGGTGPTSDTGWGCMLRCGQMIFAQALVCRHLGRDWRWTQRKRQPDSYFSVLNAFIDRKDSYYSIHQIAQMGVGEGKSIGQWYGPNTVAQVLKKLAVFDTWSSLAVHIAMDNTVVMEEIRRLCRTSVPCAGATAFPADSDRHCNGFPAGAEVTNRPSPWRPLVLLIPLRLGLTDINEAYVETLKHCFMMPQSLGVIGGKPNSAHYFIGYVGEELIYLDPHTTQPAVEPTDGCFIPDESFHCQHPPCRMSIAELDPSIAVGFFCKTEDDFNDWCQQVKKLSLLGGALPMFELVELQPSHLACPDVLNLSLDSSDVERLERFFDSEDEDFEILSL
SENP8 inh: inhibitors of human SENP8 protease. Q96LD8. recombinant SENP8, Nedd8 substrate fluorescence. inhibition, % at 20 µM. hit rate 0.64% among 360,000. AID 602440; in the data active = inhibition mostly above about 40%, no sharp cut-off; inactive = mostly below about 27%
PfGluPho inh: PfG6PD (Plasmodium falciparum) enzyme inhibition; PfGluPho enzyme, NADPH resazurin-diaphorase fluorescence; inhibition, % at 20 µM; hit rate 0.78% among 350,000; AID 504690;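 active = inhibition reaching at least a set limit at 20 µM in the primary screen, cut at about 59% in these data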;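 note: 0% = DMSO wells with substrate and 100% = DMSO wells lacking glucose-6-phosphate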
MPTP block: inhibitors of mitochondrial permeability transition pore. AID 602449. isolated mouse mitochondria, Ca2+ swelling absorbance, 30 min. hit rate 1.4% among 360,000. inhibition, % at 10 µM;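 active = inhibition of 50% or more, scaled per plate between neutral and stimulator controls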;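 note: 0% = DMSO wells given calcium and 100% = 1 mM EGTA wells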
hIAP activ: human IAP activation; activation factor at 10 µM; hit rate 0.16% among 330,000; purified human IAP, CDP-Star luminescence, 30 min; hits give high values; 1 = vehicle-only enzyme, 0 = enzyme-free background;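 active = activation factor of the enzyme at least 2-fold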; note: the source names both 10 and 20 µM as test concentration; values of inactives mirror those of a sister screen read the other way
Target sequence (P09923 whole entry, looked up): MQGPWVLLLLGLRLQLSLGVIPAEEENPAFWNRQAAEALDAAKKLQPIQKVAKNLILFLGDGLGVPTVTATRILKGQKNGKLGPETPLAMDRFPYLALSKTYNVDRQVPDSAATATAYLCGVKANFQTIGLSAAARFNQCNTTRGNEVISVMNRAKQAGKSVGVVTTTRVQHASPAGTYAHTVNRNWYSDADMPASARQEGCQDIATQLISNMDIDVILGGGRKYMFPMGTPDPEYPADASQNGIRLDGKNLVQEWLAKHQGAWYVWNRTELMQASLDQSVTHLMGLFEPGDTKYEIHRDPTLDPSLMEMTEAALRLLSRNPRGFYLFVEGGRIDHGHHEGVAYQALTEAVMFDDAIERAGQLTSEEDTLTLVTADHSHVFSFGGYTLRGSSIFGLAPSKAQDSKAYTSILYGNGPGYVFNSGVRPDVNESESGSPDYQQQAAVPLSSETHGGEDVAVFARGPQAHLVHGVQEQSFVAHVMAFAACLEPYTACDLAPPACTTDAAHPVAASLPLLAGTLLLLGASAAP
SENP6 inh: blocks the human protease SENP6; Recombinant SENP6 catalytic domain, aminoluciferin luminescence; Q9GZR1; AID 2599; inhibition, % at 10 µM; hit rate 1.8% among 330,000;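 active = inhibition above about 50% at the single tested dose, limit read from the data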;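 note: plate controls were DMSO wells with enzyme for no effect and DMSO wells lacking enzyme for full effect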
An asterisk follows results filed as active; nt = not tested or not shown.

SMILES | SENP1 inh | NR3A LBD binder | ATG4B inh | SENP8 inh | PfGluPho inh | MPTP block | hIAP activ | SENP6 inh
CCOC(=O)c1cnc2ccc(C(=O)OC)cc2c1NCCN1CCOCC1 | -1 | 3 | -18 | -104 | 71* | 0.2 | 0.99 | -22
CCOC(=O)/C(C(N)=NCCCO)=C(/O)c1ccccc1 | 0 | 1 | 6 | 7 | -4 | 0.6 | 0.95 | -21
O=C(Cn1cnc2ccccc2c1=O)c1ccccc1 | 1 | 1 | 5 | 8 | -12 | -1.1 | 0.82 | 0
CC(C)(C)NC(=O)CN(CC1CCCO1)C(=O)CNS(=O)(=O)c1ccc(F)cc1 (stereo not drawn) | 2 | 1 | 0 | 11 | 0 | 0.0 | 1.3 | -1
CCOC(=O)C1(Cc2cccc(OC)c2)CCN(Cc2ccon2)CC1 | -6 | -1 | -13 | -1 | 3 | 1.4 | 0.86 | -2
O=c1[nH]nnc2cc(Cl)ccc12 | 0 | 0 | 2 | 6 | 5 | -0.7 | nt | nt
Cc1nn(-c2ccccc2)c(Cl)c1/C=N/O | 2 | 0 | -4 | -1 | -1 | 1.0 | 0.92 | -11
CN(C)S(=O)(=O)c1ccc(C(=O)Nc2ccccn2)cc1 | 2 | -1 | -7 | 6 | 15 | -2.3 | 1 | -15
O=C(NCc1cccs1)C1CCCN1C(=O)Nc1ccc(F)cc1 (stereo not drawn) | 5 | -3 | -3 | 41* | -7 | 1.9 | 1.1 | -13
CCN(CC)CCOC(c1ccccc1)c1ccc(C)cc1 (stereo not drawn) | 2 | -1 | -9 | 13 | -4 | 1.2 | 1.1 | -1
Cc1ccc(CNS(=O)(=O)c2cc3c4c(c2)C(C)C(=O)N4CCC3)cc1 (stereo not drawn) | -48 | 3 | -1 | -16 | 11 | -1.8 | 1.1 | -12
O=c1cc(N2CCCCC2)c2ccccc2o1 | 2 | -4 | 3 | 6 | 1 | -1.0 | 0.97 | 15
CCOc1cccc(C2C(C(=O)c3ccc(C)o3)=C(O)C(=O)N2CCCn2ccnc2)c1 (stereo not drawn) | -3 | -2 | 0 | -36 | -6 | 0.1 | 1.1 | 3
O=C(O)C1=C[C@H](c2coc3ccccc3c2=O)C[C@H](OCc2ccc(CO)cc2)O1 | 1 | -1 | -2 | 3 | -15 | -0.2 | 0.93 | 3
O=C(O)c1c2c(nc3ccccc13)/C(=C/c1c(F)cccc1F)CCC2 | -178 | 0 | 1 | -47 | -8 | 0.2 | 0.97 | 12
CCOC(=O)N1CCN(C(=O)CSc2nnc(-c3ccc(C(C)(C)C)cc3)o2)CC1 | 0 | -1 | -5 | 12 | 20 | 2.3 | 0.87 | -12
COc1ccc(CNC(=O)CN(Cc2ccco2)C(=O)CNS(=O)(=O)c2ccccc2)cc1 | 1 | -3 | -7 | 11 | 1 | -0.6 | 1.1 | -28
CC1Sc2ccc(S(=O)(=O)N3CCC(C(=O)NCC(C)c4ccccc4)CC3)cc2NC1=O (stereo not drawn) | -1 | -3 | 0 | 15 | 12 | 9.4 | 0.88 | 13
CC(C)(C)SC(C(=O)N1CCOCC1)c1ccc(Br)cc1 (stereo not drawn) | 1 | 0 | -2 | 2 | -2 | -1.0 | 1.1 | -6
COCCN(Cc1ccccc1)C(=O)c1cc(-c2ccc(OC)c(OC)c2)nc2ccccc12 | -2 | 0 | -7 | -466 | -16 | -0.2 | 1.1 | -12
O=C(c1ccccc1)c1ccc(C(=O)N2CCOCC2)cc1 | 2 | -2 | -8 | 6 | -26 | -0.2 | 1.1 | 1
COc1ccc(NC(=O)CN(C)C(=O)C2(c3ccccc3)CCCC2)cc1 | -1 | -2 | -5 | 12 | 7 | 0.1 | 0.82 | 4
COc1ccc(NC2c3ccccc3C(=O)N2c2cccnc2)cc1 (stereo not drawn) | 1 | -1 | -8 | 11 | -5 | -1.2 | 1 | -21
O=C(COc1coc(CN2CCN(Cc3ccccc3)CC2)cc1=O)Nc1ccccc1 | -2 | 0 | 5 | 7 | -19 | -1.2 | 0.99 | -6
Cc1ccc(Cl)cc1NC(=O)COC(=O)C1CCCC1 | 4 | 0 | -7 | 30 | -3 | -1.1 | 1.1 | -48

Next part:
SMILES | SENP1 inh | NR3A LBD binder | ATG4B inh | SENP8 inh | PfGluPho inh | MPTP block | hIAP activ | SENP6 inh
CCCN(CCC)CCCNC(=O)Cn1cnc2sc(C)c(S(=O)(=O)N3CCOCC3)c2c1=O | -5 | 0 | -12 | 13 | -4 | 0.3 | 0.97 | -20
O=C(CNc1ccc(Cl)cc1)NNC(=S)NCc1ccccc1 | 5 | -6 | -3 | 17 | -14 | 1.3 | 1.7 | 2
COc1ccc(OC)c(NC(=O)CN2C(=O)NC(C)(c3ccc4c(c3)OCCO4)C2=O)c1 (stereo not drawn) | 3 | -1 | -1 | 9 | 9 | -1.9 | 1 | -8
c1ccc(CSc2ncnc3sccc23)cc1 | -1 | 1 | -6 | 6 | 5 | 1.3 | 0.88 | -11
Cc1ccc(-c2nnc(Nc3cccc(O)c3)c3ccccc23)cc1S(=O)(=O)NCCO | -1 | -1 | -37 | -78 | 3 | -0.9 | 1.1 | -5
Cc1cccc(N(C)C(=O)c2cc(S(=O)(=O)N3CCc4ccccc43)cn2C)c1 | 0 | -3 | -22 | 46* | 29 | 1.8 | 0.93 | -4
C=CCNc1nnc(C)c2ccccc12 | 2 | 4 | -15 | 11 | -3 | -0.5 | 1.2 | -6
CC1CCC(C(C)C)C(OCC[N+](C)(C)C)C1 (stereo not drawn) | 1 | -6 | 9 | 10 | -9 | -0.8 | 0.93 | 10
COc1ccccc1-c1ccc(=O)n(CC(=O)NCc2ccc3c(c2)OCO3)n1 | 1 | 1 | -6 | -33 | -8 | -0.6 | 0.95 | -13
CCOC(=O)N1CCC(N2C(=O)c3ccccc3C2Nc2cccnc2)CC1 (stereo not drawn) | -1 | -2 | -7 | 6 | -1 | -1.0 | 0.98 | -8
O=c1c2c(nc3n1CCCCC3)sc1c(O)cccc12 | -17 | -1 | -7 | -25 | -9 | -0.3 | 0.67 | 52*
CC(C)CNC(=O)[C@H]1N2C(=O)c3ccccc3C2SC1(C)C (stereo partly drawn) | 2 | 1 | -2 | 14 | -9 | 0.8 | 1.1 | 3
CC(=O)c1c(C)nc2ccc(Br)cc2c1-c1ccccc1 | 0 | -7 | -15 | 17 | 1 | 0.9 | 1 | 0
COc1cccc(C(=O)Nc2ccccc2C(=O)NCC2CCCO2)c1 (stereo not drawn) | 0 | 1 | -5 | 2 | 21 | 0.7 | 0.96 | 5
CC(C)c1ccc(N(C(=O)c2csnn2)C(C(=O)NC2CCCC2)c2ccncc2)cc1 (stereo not drawn) | 1 | 0 | -6 | 10 | -8 | -2.5 | 0.82 | -1
Cc1cc(C(=O)N/N=C/c2ccc([N+](=O)[O-])cc2)c(C)o1 | 3 | -2 | -5 | 14 | -1 | 0.7 | 1 | 15
Cc1cccc(C)c1NC(=O)CSC(=S)N1CCCC1 | 2 | -1 | -6 | 11 | 5 | 0.4 | 1.2 | -2
CC1=CS(=O)(=O)CC1Sc1nc2ccccc2[nH]1 (stereo not drawn) | 0 | 1 | -8 | 10 | -10 | -1.7 | 0.84 | 10
COc1ccccc1C(CNC(=O)C(C)Oc1ccc(Br)cc1)N1CCCC1 (stereo not drawn) | 0 | nt | 1 | 10 | -19 | -1.3 | 0.9 | -9
C=C(c1ccc(OC)cc1)c1ccc(OC)cc1 | 1 | -2 | -1 | 8 | -2 | 1.0 | 0.82 | -4
Cc1ccccc1C(=O)N1CCC(C(=O)Nc2ccc(S(=O)(=O)N(C)C(C)C)cc2)CC1 | 1 | -3 | -6 | 1 | -9 | 2.3 | 0.96 | 10
COC(=O)C1C(=O)c2c([nH]c(C(=O)OCCSC)c2C)CC1C (stereo not drawn) | -1 | -2 | -5 | -5 | 4 | -1.4 | 0.98 | 6
COc1ccc(C(CNC(=O)c2ccc(NS(=O)(=O)c3ccc(F)c(C)c3)cc2)N2CCOCC2)cc1 (stereo not drawn) | 2 | -3 | -5 | 8 | -10 | -3.4 | 0.96 | -2
COc1c2occc2cc2ccc(=O)oc12 | 1 | -3 | -6 | -2 | 8 | 13 | 0.83 | -14
O=C(NC(=S)Nc1ccccc1OC(F)F)c1ccc2c(c1)OCO2 | 1 | 0 | -6 | -3 | 18 | 2.2 | 0.87 | 4

Gathered by group, the compounds so far containing a COOH group.
SMILES | SENP1 inh | NR3A LBD binder | ATG4B inh | SENP8 inh | PfGluPho inh | MPTP block | hIAP activ | SENP6 inh
O=C(O)C1=C[C@H](c2coc3ccccc3c2=O)C[C@H](OCc2ccc(CO)cc2)O1 | 1 | -1 | -2 | 3 | -15 | -0.2 | 0.93 | 3
O=C(O)c1c2c(nc3ccccc13)/C(=C/c1c(F)cccc1F)CCC2 | -178 | 0 | 1 | -47 | -8 | 0.2 | 0.97 | 12

Next entries.
SMILES | SENP1 inh | NR3A LBD binder | ATG4B inh | SENP8 inh | PfGluPho inh | MPTP block | hIAP activ | SENP6 inh
O=C(O)Cc1ccc(C(=O)c2ccc(Cl)cc2Cl)s1 | -27 | -1 | -3 | 10 | -1 | 3.6 | 0.92 | 2
COc1ccc2oc(C(=O)NCC(c3ccco3)N(C)C)c(C)c2c1 (stereo not drawn) | -6 | 0 | -4 | -106 | 1 | -1.7 | 1.1 | 4
CC1(C)CC(=O)C(C(C2=C(O)CC(C)(C)CC2=O)c2cccnc2)C(=O)C1 (stereo not drawn) | 0 | -3 | 4 | 13 | 10 | -1.2 | 0.95 | -34
O=C(CN(CC1CCCO1)C(=O)CNS(=O)(=O)c1ccc(Cl)cc1)NC1CCCCC1 (stereo not drawn) | 3 | -2 | 5 | -2 | -8 | -2.2 | 1.1 | -34
O=C(Nc1ccccc1)C1CC=CCC1C(=O)OCC1CCCO1 (stereo not drawn) | 0 | -3 | 0 | 26 | -5 | 1.3 | 0.9 | -17
CC(=O)Nc1ccc(C(=O)OCC(=O)NC2CCCCCCC2)cc1 | 2 | -1 | -1 | 7 | 17 | -0.5 | 1.2 | 5
Cc1c(C#N)c(N=CN(C)C)c(C(=O)c2ccc(Br)cc2)n1-c1ccc(Cl)cc1 | 3 | -2 | -4 | 13 | 1 | -0.7 | 0.95 | 6
COCCOC(=O)C1=C(C)NC(SCC(=O)NC(C)(C)C)=C(C#N)C1c1ccco1 (stereo not drawn) | 0 | -2 | -3 | -344 | 11 | -0.7 | 0.96 | -12
CN1C(=O)c2oc3ccccc3c(=O)c2C1c1ccccn1 (stereo not drawn) | 2 | 0 | -2 | -16 | -9 | -6.7 | 1.2 | -2
COc1ccc(NC(=O)CCCN2C(=O)/C(=C\c3ccco3)SC2=S)cc1 | 0 | 0 | 31 | 33 | 3 | 2.0 | nt | nt
O=C(COC(=O)CNC(=O)c1ccccc1)Nc1nnc(-c2ccccc2)o1 | 1 | 6 | 6 | -7 | -21 | -1.3 | 1.2 | 5
COc1ccc(NC(=O)C2CC2)cc1-n1cnnn1 | -1 | 1 | -4 | 1 | -5 | 0.1 | 1 | -5
NC(=O)CC[C@@H]1NC(=O)[C@H](CO)NC(=O)c2cc([N+](=O)[O-])cc(I)c2NCCC[C@@H](C(N)=O)NC(=O)[C@H](Cc2ccc(O)cc2)NC1=O | nt | -1 | -22 | nt | 15 | nt | 0.82 | 2
O=C(/C=C/c1cccc(Cl)c1)OCC(=O)c1ccc[nH]1 | 2 | nt | nt | 9 | 11 | -1.1 | nt | nt

Entries of single compounds as entered above. Values in the order: SENP1 inh, NR3A LBD binder, ATG4B inh, SENP8 inh, PfGluPho inh, MPTP block, hIAP activ, SENP6 inh
`COc1ccccc1C(CNC(=O)C(C)Oc1ccc(Br)cc1)N1CCCC1` (stereo not drawn) across the screens: 0, nt, 1, 10, -19, -1.3, 0.9, -9
`CC(C)CNC(=O)[C@H]1N2C(=O)c3ccccc3C2SC1(C)C` (stereo partly drawn) across the screens: 2, 1, -2, 14, -9, 0.8, 1.1, 3
`COc1ccc(OC)c(NC(=O)CN2C(=O)NC(C)(c3ccc4c(c3)OCCO4)C2=O)c1` (stereo not drawn) across the screens: 3, -1, -1, 9, 9, -1.9, 1, -8
`O=C(c1ccccc1)c1ccc(C(=O)N2CCOCC2)cc1` across the screens: 2, -2, -8, 6, -26, -0.2, 1.1, 1
